# Bioassay records: PubChem, NMMLSC
# T cell modulator = T cell immune modulation candidate. AID 2052. 2C CD8+ T cell-vesicle binding, flow cytometry; active compounds read low. calls only at 7 µM. 330,000 tested, 0.068% active;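 active = response, share of CD8 T cells binding vesicles, and their 90th percentile fluorescence all below set limits, cut at about 80% in these data, passing the limit was not always enough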
#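 Material: murine 2C transgenic CD8+ T lymphocytes / Also added: QL9-peptide-loaded Drosophila micro-vesicles bearing Ld, ICAM-1 and B7-1 / Schedule: binding step 1.5 h, 37 °C, antibody labelling 20 min, ice / Signal: flow cytometry, PE anti-B7-1 (FL2) versus Alexa647 anti-CD8 (FL8), PFA-fixed / Evaluation: percent CD8+ FL2 mean versus row control / Benchmarks: naked versus QL9-loaded vesicles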
# T cell modulator vesicle-bound % = also measured in T cell modulator; calls as there; double positive events, %; measured here: CD8+ vesicle-bound cell fraction;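 binding gate set so that unloaded-vesicle control wells show 10% double positive cells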
# An asterisk follows results filed as active; i = inactive. Some of the compounds tested; the hit share may differ from the screen's.
SMILES,T cell modulator,T cell modulator vesicle-bound %
CCN1C(=O)[C@@H]2[C@@H](c3ccc(-c4ccc(C(C)=O)cc4)cc3)N3CCCC[C@@]3(C(=O)OC)[C@@H]2C1=O,i,28.0
CC(Sc1nnnn1C1CC1)C(=O)N1CC(=O)Nc2ccccc21 (stereo unspecified),i,43.9
COc1ccc(OC)c(S(=O)(=O)N2CCN3CCCC3C2)c1 (stereo unspecified),i,57.1
CCOc1ccc(/C=N/Nc2nc(C)cs2)c(O)c1,i,40.7
O=[N+]([O-])c1cccc(N/N=C/c2ccc(N3CCOCC3)cc2)c1,i,17.2
CCOC(=O)c1c(S(=O)(=O)N2CCCCCC2)c(C)n(C)c1C,i,25.3
COc1cc(C(=O)O[C@H]2C/C(C)=C/CC[C@@]3(C)O[C@@H]3[C@H](O)[C@@H]2C(C)C)cc(OC)c1OC,i,37.2
CCc1nc2nc(C)c(NS(=O)(=O)c3ccc(C)c(C)c3)c(=O)n2[nH]1,i,29.4
Cc1nc2ccc(NC(=O)C3CCCCC3)cc2s1,i,37.5
COc1ccc(C(=O)/C=C/Nc2ccc(S(=O)(=O)Nc3cc(OC)nc(OC)n3)cc2)c(OC)c1,i,36.3
CCC1=Nc2cc(C(=O)NCCN3CCCC3)ccc2Sc2ccccc21,i,13.5
COc1ccc(S(=O)(=O)N(C)CC(=O)NCCCn2ccnc2)cc1Cl,i,8.1
CCc1ccc(-c2nc(SCC(=O)N(CC)C3CCS(=O)(=O)C3)n[nH]2)cc1 (stereo unspecified),i,23.2
COc1cc(C(=O)NCC(c2ccccc2)N(C)C)ccc1OCc1c(C)noc1C (stereo unspecified),i,27.4
O=C(NNC(=O)c1ccc(Br)s1)c1cccc(Cl)c1,i,35.2
Cc1ccc(C(C(=O)NC2CCCC2)N(Cc2ccccc2)C(=O)c2csnn2)o1 (stereo unspecified),i,32.2
CC(C(=O)Nc1cc(C(F)(F)F)ccc1N1CCOCC1)N1C(=O)C2CCCCC2C1=O (stereo unspecified),i,54.0
COc1ccc(C(C#N)N2CCC(c3ccccc3)=N2)cc1 (stereo unspecified),i,40.6
O=C(NCCN1CCOCC1)C(=O)NCC1OCCCN1S(=O)(=O)c1ccc(F)cc1 (stereo unspecified),i,6.1
Cc1cccc(NC(=O)N2CCCCCC2)c1,i,9.1
C=CCN(c1ccccc1)S(=O)(=O)c1cccc(C(=O)Nc2cc(C)ccn2)c1,i,14.9
Cn1nnnc1Sc1ncnc2scc(-c3cccc(C(F)(F)F)c3)c12,i,6.3
COc1ccc(S(=O)(=O)Nc2cccc3c2O[C@H](CN(C)S(=O)(=O)c2ccc(Cl)cc2)[C@H](C)CN([C@H](C)CO)C3=O)cc1,i,4.1
COc1ccccc1NC(=O)CCCN1C(=O)C(c2ccccc2)Oc2cccnc21 (stereo unspecified),i,15.9
CCC(C)(C)NC(=O)C(c1ccccc1Cl)N(C(=O)CCC(=O)Nc1cc(C)on1)C(C)(C)C (stereo unspecified),i,15.2

# (list continues)
SMILES,T cell modulator,T cell modulator vesicle-bound %
COc1cccc(N2CCN(c3ccc4nnc(CCC(=O)Nc5cccc(C(C)=O)c5)n4n3)CC2)c1,i,10.3
CCOc1ccc(S(=O)(=O)Nc2cccc(C(=O)NCC3(N4CCCCC4)CCCCC3)c2)cc1,i,47.7
O=C(CSc1nnc(CNC(=O)c2c(F)cccc2F)o1)NCc1ccccc1Cl,i,11.1
CCN(Cc1ccncc1)C(=O)c1ccc(C)c(S(=O)(=O)N2CCCCC2)c1,i,49.3
Cc1ccc(N2C(=O)N3[C@H](c4ccc(Cl)cc4)[C@@H]4C(=O)N(C5CCCCC5)C(=O)[C@@H]4[C@]3(Cc3ccccc3)C2=O)cc1,i,3.9
Cc1ccc(-c2onc3ccc(C(=O)O)cc23)cc1,i,36.9
Cc1cccc(NC(=S)N2CCC(NC(=O)C3CCCCC3)CC2)c1,i,12.9
CC(C(=O)NC1CCCC1)N(C(=O)Cn1nnc(-c2ccc(F)cc2)n1)c1ccccc1F (stereo unspecified),i,23.8
Cc1ccc(NC(=O)c2cccc3ccccc23)cc1,i,53.1
CN(CC(=O)Nc1ccccc1Cl)C(=O)COC(=O)/C=C/c1cccc(C(F)(F)F)c1,i,34.4
CC(Oc1ccc(F)cc1)C(=O)Nc1cc(S(=O)(=O)N2CCCCC2)ccc1N1CCOCC1 (stereo unspecified),i,41.8
CC1CCCN(C(=O)COC(=O)c2cccc(NS(=O)(=O)c3ccccc3)c2)C1 (stereo unspecified),i,19.5
CN(Cc1c(C(=O)N/N=C/c2ccc(O)cc2)nnn1-c1nonc1N)c1ccccc1,i,25.6
CN1CCN(c2ccc(S(=O)(=O)N3CCCCC3)cc2NC(=O)Cc2c(F)cccc2Cl)CC1,i,46.2
CC(C)CCNC(=O)C(=O)Nc1cc2c3c(c1)CCC(=O)N3CCC2,i,13.1
Cc1sc2ncnc(N3CCC(C(=O)Nc4cc(S(C)(=O)=O)ccc4Cl)CC3)c2c1C,i,34.8
COCc1ccc(-c2c(-c3cccc(OC)c3)sc3ccc(OC)cc23)cc1,i,24.3
C=Cn1cc[n+](CC(=O)c2ccc(OC)c(OC)c2)c1,i,20.4
CSc1nnc(-c2ccc(S(=O)(=O)N3CCOCC3)cc2)n1C,i,41.8
O=C1C2C3CC(C(Br)C3Br)C2C(=O)N1c1nccs1 (stereo unspecified),i,18.3
Cc1noc(C)c1S(=O)(=O)N(C)C[C@H]1Oc2ccc(NC(=O)NC(C)C)cc2C(=O)N([C@H](C)CO)C[C@@H]1C,i,15.1
C#CCOCCOCCOCCNc1nc(N2CCN(C(=O)CCCCCCCCCCNC(=O)[C@H](CCCN=C(N)N)n3cc(C[C@@H](C)CC)nn3)CC2)nc(N2CCN(C(=O)CCCCCCCCCCNC(=O)[C@@H]([C@H](C)CC)n3cc(CCCCCN)nn3)CC2)n1,i,37.7
CC(NC(=S)NNS(=O)(=O)c1cccc([N+](=O)[O-])c1)c1ccccc1 (stereo unspecified),i,32.6
CCC1CCCCN1C(=O)CCn1c(=O)oc2ccccc21 (stereo unspecified),i,8.7
COCc1cc(C)nc(SCc2ccccc2)c1C#N,i,62.0

# One compound at a time (already shown).
# COc1cc(C(=O)O[C@H]2C/C(C)=C/CC[C@@]3(C)O[C@@H]3[C@H](O)[C@@H]2C(C)C)cc(OC)c1OC is listed as T cell modulator = i; T cell modulator vesicle-bound % = 37.2
# COc1ccc(C(C#N)N2CCC(c3ccccc3)=N2)cc1 (stereo unspecified) is listed as T cell modulator = i; T cell modulator vesicle-bound % = 40.6

# Later entries:
SMILES,T cell modulator,T cell modulator vesicle-bound %
CCOc1cc(-c2sc(Nc3ccccc3)n[n+]2C)ccc1OC,i,42.3
CC1(c2ccccc2)NC(=O)N(CC(=O)Nc2cc3c(cc2Br)OCCO3)C1=O (stereo unspecified),i,43.6
OC(CNCCc1ccc(Cl)cc1)COc1cc(Cl)ccc1Cl (stereo unspecified),i,32.0
O=C(Nc1ccnn1C1CCN(C(=O)Cc2ccccc2F)CC1)C1CC1,i,67.9
N#Cc1ccc(C23OCCN2CCn2c3c3ccccc3[n+]2[O-])cc1 (stereo unspecified),i,29.0
O=C(CSc1ccccc1)Nc1ccc(Cl)c(S(=O)(=O)N2CCOCC2)c1,i,26.2
CC(=O)Nc1cccc(NC(=O)C(=O)NCC(c2ccco2)N2CCc3ccccc32)c1 (stereo unspecified),i,39.4
Cc1nc(SCC(=O)NC2CCS(=O)(=O)C2)c2c(C)c(C)sc2n1 (stereo unspecified),i,42.2
O=C(NCCc1ccccn1)c1nc(Cn2cc(Br)cn2)no1,i,27.9
COC(=O)[C@H](Cc1ccccc1)NC(=O)Cn1cnc2c(OCc3ccccc3)ncnc21,i,9.3
[O-][n+]1ccccc1/C=C/c1ccccc1,i,12.7
CN(Cc1nccn1C)C(=O)C1CCC(=O)N(Cc2cccc(C(F)(F)F)c2)C1 (stereo unspecified),i,12.5
CC(NS(=O)(=O)c1cn(C)c(=O)n(C)c1=O)c1ccccc1 (stereo unspecified),i,12.8
COc1ccc(Cl)cc1NC(=O)COC(=O)c1c(-c2ccccc2)noc1C,i,49.1
O=C(CNCc1ccc(F)cc1)Nc1ccc(C(=O)N2CCCCC2)cc1,i,40.3
COc1ccccc1CNC(=O)CCC(=O)N1CCOc2ccc(Cl)cc21,i,37.4
CC(=O)Nc1ccc(S(=O)(=O)N(C)CC(=O)OCC(=O)N2CCN(C(=O)c3ccco3)CC2)cc1,i,35.6
CCOC(=O)c1ccc(N(C(=O)c2ccco2)C(C(=O)NC2CCCCC2)c2ccncc2)cc1 (stereo unspecified),i,27.0
Cc1cc(Br)cc(Br)c1OCC(=O)NNC(=O)Nc1ccccc1,i,28.7
Cc1c(Cl)cccc1NC(=O)C1C2C=CC(C2)C1C(=O)O (stereo unspecified),i,39.9
COc1ccc(C(=O)N/C(=C/c2ccc(Cl)cc2)C(=O)NCc2ccncc2)cc1,i,31.3
CC1CN(S(=O)(=O)c2cccc(C(=O)N(Cc3nnc(-c4ccccc4Cl)o3)C3CC3)c2)CC(C)O1 (stereo unspecified),i,13.4
CCOC(=O)CC1C(=O)NCCN1C(=O)c1ccc(C)cc1 (stereo unspecified),i,34.6
Cc1nnc(SCC(=O)Nc2cccc([N+](=O)[O-])c2)n1CC1CCCO1 (stereo unspecified),i,17.7
CC(C)CNC(=O)c1cccc(NC(=O)c2ccccc2-c2ccccc2C(=O)O)c1,i,56.3

# 3 of the entries above in order of their number in T cell modulator vesicle-bound %, lowest first:
SMILES,T cell modulator,T cell modulator vesicle-bound %
COc1ccc(S(=O)(=O)Nc2cccc3c2O[C@H](CN(C)S(=O)(=O)c2ccc(Cl)cc2)[C@H](C)CN([C@H](C)CO)C3=O)cc1,i,4.1
O=[N+]([O-])c1cccc(N/N=C/c2ccc(N3CCOCC3)cc2)c1,i,17.2
CCc1ccc(-c2nc(SCC(=O)N(CC)C3CCS(=O)(=O)C3)n[nH]2)cc1 (stereo unspecified),i,23.2

# Next records follow.
SMILES,T cell modulator,T cell modulator vesicle-bound %
CCOC(=O)CCNC(=O)N1CCCC(C(=O)c2cccc(OC(C)C)c2)C1 (stereo unspecified),i,50.9
c1ccc(CCCN2CCN(c3ccccn3)CC2)cc1,i,53.7
Cc1ccc(C)c(-c2csc(NC(=O)c3c(C)noc3C)n2)c1,i,49.8
Cc1cccc(N2CCN(C(=O)c3ccc4c(c3)NC(=O)C(CSCc3cccc(F)c3)N4)CC2)c1C (stereo unspecified),i,58.2
Cc1ccc(CNC(=O)c2ccc(C)c(S(=O)(=O)N3CCCCC3)c2)cc1,i,33.1
Cc1cccc(-c2noc(CNC(=O)c3ccc4c(c3)OCO4)n2)c1,i,24.7
Cc1ccnc(NC(=O)c2cc(-c3ccc(Cl)s3)nc3ccccc23)c1,i,34.3
COc1ccccc1C(=O)NC(=O)COC(=O)c1cccc(C)c1O,i,45.4
O=C(N=Nc1c(O)[nH]c2ccc(F)cc12)c1ccc(NS(=O)(=O)c2cccs2)cc1,i,37.9
Cc1occc1C(=O)N1CCCC(N2CCN(c3ccccc3F)CC2)C1 (stereo unspecified),i,23.3
COc1cc(OC)cc(-c2c(C#Cc3ccsc3)c3cc(-c4ccc(OC)nc4)ccc3n2C)c1,i,19.7
Cc1cccn2c(=O)nc(SCC(=O)N3CCCCC3)nc12,i,48.0
CC(C)Cc1ccc(CN2CCCC(NC(=O)CCN3CCOCC3)C2)cc1 (stereo unspecified),i,63.5
O=C1NC2c3ccccc3CC2O1 (stereo unspecified),i,10.9
CC(NC(=O)C1CCC(CNS(=O)(=O)c2ccccc2)CC1)c1ccccc1 (stereo unspecified),i,27.1
CCN(CC)C(=O)c1nc[nH]c1C(=O)O[C@@H](C)c1ccccc1,i,20.8
O=C(CNC(=O)C1(c2ccccc2)CC1)Nc1ccc(F)c(F)c1,i,40.0
CC(C)(C)OC(=O)CC[C@@H](C(=O)NCCCCCCCCCCC(=O)N1CCN(C(=O)OC(C)(C)C)CC1)n1cc(CCCCCNC(=O)OC(C)(C)C)nn1,i,46.3
O=C(Nc1ccc(S(=O)(=O)Nc2ccccn2)cc1)c1cccc(Br)c1,i,32.5
CCOc1ccc(S(=O)(=O)N2CCC(C(=O)NCC(=O)Nc3cccc(Cl)c3C)CC2)cc1,i,36.0
CCN1CCN(Cc2ccc(NC(=O)c3ccc(C)c(NC(=O)c4cccc(-c5cn[nH]c(=O)c5)c4)c3)cc2C(F)(F)F)CC1,i,7.9
O=C(NNC(=O)c1cnccn1)c1ccc(Cl)c(Cl)c1,i,20.4
COc1ccc2oc(C(=O)OCC(=O)NCc3ccccc3OC)c(C)c2c1,i,44.8
COc1ccc(C(=O)N2CCCC(Nc3ccc(F)cc3)C2)cc1F (stereo unspecified),i,6.5
COc1ccc(N(CC(=O)NCCSCc2ccco2)S(=O)(=O)c2ccccc2)cc1Cl,i,18.8
COc1ccc(CNC(=S)Nc2cccc(OC)c2)cc1,i,16.4
O=C(OC1CCCCC1=O)c1cc(S(=O)(=O)N2CCOCC2)ccc1F (stereo unspecified),i,12.1
COC(=O)c1ccccc1NC(=O)C1CCN(C(=O)Cc2ccccc2)CC1,i,46.1
CC(C)(C)C(=O)Nc1ccc(S(=O)(=O)N2CCCC2)cc1,i,42.9
COc1cccc(NC(=O)CN(C)C(=O)Cn2c(=O)oc3ccccc32)c1,i,31.6

# Structural class, the entries above containing a COOH group (3)
SMILES,T cell modulator,T cell modulator vesicle-bound %
Cc1ccc(-c2onc3ccc(C(=O)O)cc23)cc1,i,36.9
Cc1c(Cl)cccc1NC(=O)C1C2C=CC(C2)C1C(=O)O (stereo unspecified),i,39.9
CC(C)CNC(=O)c1cccc(NC(=O)c2ccccc2-c2ccccc2C(=O)O)c1,i,56.3
